# Assay outcomes from PubChem.
# STK33 inh: inhibitors of purified STK33 kinase, primary screen, biochemical, ADP-Glo luminescence, homogeneous, cell-free. MBP phosphorylation. inhibition, % at 10 µM. actives 0.073% (n = 320,000). Serine/threonine-protein kinase 33 (Homo sapiens), Q9BYT3;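 active = inhibition at or above 25%, using the most active replicate where run in duplicate; inactive = inhibition below 25%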
# OX1R FRET antag: antagonists of human orexin 1 receptor (OX1R). Orexin/Hypocretin receptor type 1 (Homo sapiens), O43613. OX1R-expressing cells, FRET antagonist read-out. inhibition, % at 6.6 µM. actives 1.8% (n = 330,000). AID 485270, 2010; in the data active = inhibition mostly above about 38%, no sharp cut-off; inactive = mostly below about 40%;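 also: 0% = agonist challenge alone and 100% = reference antagonist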
# KCNQ2 inh: KCNQ2 potassium channel inhibitors, primary screen, cell-based, CHO-K1, FluxOR thallium flux, B-score (AID 2156) | actives 1.1% (n = 310,000) | Potassium voltage-gated channel subfamily KQT member 2 (Rattus norvegicus), O88943 | B-score at 10 µM | 20 min; active compounds read low;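 active = fluorescence ratio B-score at most minus 3 library SDs, with starting brightness B-score within 2 library SDs, cut at about -5.5 in these data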
# Target sequence (O88943 whole entry, looked up): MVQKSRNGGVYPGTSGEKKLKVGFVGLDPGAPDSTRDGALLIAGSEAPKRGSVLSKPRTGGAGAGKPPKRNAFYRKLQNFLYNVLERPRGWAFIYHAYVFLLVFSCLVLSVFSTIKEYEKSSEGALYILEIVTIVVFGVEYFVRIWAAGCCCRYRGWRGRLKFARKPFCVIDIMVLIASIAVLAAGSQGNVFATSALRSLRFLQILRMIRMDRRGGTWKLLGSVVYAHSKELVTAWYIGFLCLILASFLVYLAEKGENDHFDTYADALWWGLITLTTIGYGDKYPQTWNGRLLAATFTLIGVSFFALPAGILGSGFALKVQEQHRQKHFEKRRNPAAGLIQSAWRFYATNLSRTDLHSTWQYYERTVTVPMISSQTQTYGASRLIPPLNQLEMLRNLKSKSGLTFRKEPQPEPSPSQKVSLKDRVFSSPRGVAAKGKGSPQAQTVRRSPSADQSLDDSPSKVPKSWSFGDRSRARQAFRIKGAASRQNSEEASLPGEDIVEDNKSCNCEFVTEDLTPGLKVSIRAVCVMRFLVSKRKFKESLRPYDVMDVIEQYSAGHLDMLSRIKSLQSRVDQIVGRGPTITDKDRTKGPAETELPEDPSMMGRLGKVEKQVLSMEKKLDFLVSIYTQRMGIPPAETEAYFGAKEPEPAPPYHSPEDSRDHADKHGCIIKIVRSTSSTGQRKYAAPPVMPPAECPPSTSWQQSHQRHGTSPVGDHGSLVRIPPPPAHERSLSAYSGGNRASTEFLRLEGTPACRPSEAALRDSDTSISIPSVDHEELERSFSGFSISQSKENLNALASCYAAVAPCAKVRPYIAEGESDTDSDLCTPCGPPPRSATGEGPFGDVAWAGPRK
# Active calls of the source: *; i = inactive; . = no result given.
STK33 inh,OX1R FRET antag,KCNQ2 inh,Structure
1.0,33,i,O=C(Nc1cccc(S(=O)(=O)N2CCOCC2)c1)c1cc2ccccc2o1
1.4,16,i,Cn1c(=O)n(C)c2cc(NC(=O)c3cc4ccccc4o3)ccc21
-2.1,1,i,Cc1ccc(NC(=S)NCc2ccc(F)cc2)cc1
0.0,12,i,COc1ccc(NC(=O)c2c[nH]c(=O)n(-c3ccc(C)c(C)c3)c2=O)cc1OC
-0.5,10,i,Cn1c(CNc2ccc(Cl)cc2)nc2ccccc21
-1.1,68,i,O=C(Nc1ccccc1N1CCOCC1)c1ccccc1NS(=O)(=O)c1ccc(F)c(F)c1
0.1,8,i,COc1ccc(S(=O)(=O)N2Cc3ccccc3CC2C(=O)Nc2ccc(O)cc2)cc1OC (stereo not given)
0.5,20,i,Cc1ccccc1OCC(=O)NCC(C)(C)N1CCOCC1
-1.7,25,i,Clc1ccc(Oc2ncnc3oc(-c4ccccc4)cc23)cc1
-0.5,8,i,CC(=O)c1cccc(NC(=O)N(c2ccccc2)c2ccccc2)c1
-0.5,12,i,CCCCCCCC(=O)OC(CN1CCCCC1)CN1CCCC1=O (stereo not given)
-0.2,4,i,COc1ccc(NC(=O)CSc2nc(=O)n(CCN(C)C)c3c2CCCC3)cc1
0.2,25,i,Cc1ccc(S(=O)(=O)N2CCN(c3ccc([N+](=O)[O-])c(NCCN4CCOCC4)c3)CC2)cc1
0.8,2,i,Cc1ccc(-c2nn3c(C)nnc3c3ccccc23)cc1S(=O)(=O)NCCN1CCOCC1
-0.2,21,i,Cc1cccc(N(CC(=O)NCc2ccc(F)cc2)C(=O)c2ccco2)c1
-1.0,8,.,CC(C)NC(=O)N(C)C[C@H]1Oc2c(NS(=O)(=O)c3ccccc3)cccc2C(=O)N([C@H](C)CO)C[C@@H]1C
2.3,92*,i,COc1cccc(Nc2ncnc3c2cnn3-c2cccc(C)c2)c1
-1.3,61*,i,Cc1nnc(N/N=C/c2c(Cl)cccc2Cl)n1N
-0.3,17,i,N#CCCN(C(=O)COc1ccc(F)cc1Br)c1ccccc1F
0.7,13,i,CC(C)COc1ccc(/C=C2/Sc3ccccc3C2=O)cc1
-1.0,14,i,Cc1noc(C)c1COc1ccc(C(=O)OCC(=O)Nc2ccc3ccccc3c2)cc1
-2.8,9,i,Cc1ccc(S(=O)(=O)Cn2nnnc2C(C(C)C)N2CCC(O)CC2)cc1 (stereo not given)
-1.8,3,i,O=c1c2cc(Cl)ccc2nc(-c2ccc([N+](=O)[O-])cc2)n1O
-1.8,21,i,CCN(c1cccc(C)c1)S(=O)(=O)c1c(C)[nH]c(=O)[nH]c1=O
-0.9,11,i,CN(C)CCNC(=O)NC(=O)c1ccc(Cl)cc1
-1.0,8,i,O=C(CCC(=O)NC1CC1)Nc1nnc(C2CCCCC2)s1
-0.7,6,.,O=C(COC(=O)C1CC2CCCC(C1)C2=O)NNC(=O)c1ccccc1Br (stereo not given)
-1.0,21,i,C/C(=N\N(C)C)c1ccc(OCCOc2ccc([N+](=O)[O-])cc2)cc1
-0.6,0,i,COc1ccc(-c2csc(NC(=S)NC(=O)/C=C/c3ccccc3)n2)cc1Br
1.0,1,i,CC(=O)N1CCOc2ccc(S(=O)(=O)NCc3ccccc3Cl)cc21

# (continued)
STK33 inh,OX1R FRET antag,KCNQ2 inh,Structure
-0.4,15,i,CCCCOc1ccc(C(=O)Nc2cccc(C)n2)cc1
0.3,26,i,CC(/C=C1\SC(=S)N(NC(=O)c2ccc(O)cc2)C1=O)=C\c1ccccc1
-1.2,16,i,CCCN(CCC)S(=O)(=O)c1ccc(C(=O)Nc2nnc(CSC)o2)cc1
-2.0,19,i,CCN(c1ccccc1)S(=O)(=O)c1ccc(C(=O)Nc2nnc(-c3ccco3)o2)cc1
-1.7,1,i,COc1ccc(NC(C)=O)cc1S(=O)(=O)Nc1ccc(C(=O)N2CCCC2)cc1
1.8,1,i,Cc1ccc(NC(=O)c2ccc(S(=O)(=O)N3CCCC3)cc2)cc1
-1.8,15,-10*,CCOC(=O)C(C)Sc1nc2ccccc2c(=O)n1CC1CCCCC1 (stereo not given)
0.5,6,i,CCc1nnc(NC(=O)CCC(=O)NC2CCCc3ccccc32)s1 (stereo not given)
-4.4,8,i,CN1C(=O)CC[C@H]1c1cccnc1
-0.8,23,i,COc1cccc(CC2(CO)CCCN(S(=O)(=O)N(C)C)C2)c1 (stereo not given)
-3.6,8,i,O=C(Cn1cc(C(=O)C2CC2)c2ccccc21)NC1CCCC1
0.4,10,i,COc1ccc(-c2[nH]c3ccccc3c2SCCN)cc1
-2.9,20,i,O=C(COC(=O)/C=C/c1nc2ccccc2s1)Nc1ccccc1Oc1ccccc1
-2.9,17,i,Cc1ccc(/C=C/c2nnc(-c3cccc(C)c3)o2)cc1
-1.1,.,i,Cc1ccc(C(=O)CC(=O)c2ccc(C)cc2O)cc1
-0.9,15,i,Cc1ccc(/C(O)=C2\C(=O)C(=O)N(Cc3cccnc3)C2c2ccccc2[N+](=O)[O-])cc1 (stereo not given)
-1.3,20,i,O=C(NCC1CCCO1)c1cccc(N2C(=O)C3C4C=CC(C4)C3C2=O)c1 (stereo not given)
-0.3,13,i,COCCNC(=O)c1cc2c(=O)[nH]c3ccccc3c2s1
-0.1,14,i,O=C(COc1ccc(Cl)cc1)NCc1nnc(SCC(=O)Nc2ccc(F)cc2F)o1
-0.9,0,i,CN1C(=O)N(C)c2cccc3cccc1c23
-1.6,-1,.,NC(=O)NCC(=O)N1CCN(S(=O)(=O)c2ccc(Cl)s2)CC1
-1.1,24,i,C=CCn1c(SCc2ccc(C(=O)Nc3ccccc3)cc2)nnc1-c1ccccc1
-1.4,-7,i,CC(=O)Nc1c2c(nn1-c1ccccc1C)CS(=O)C2 (stereo not given)
0.4,2,.,COc1ccc(-c2ccc(N)cn2)cn1
-0.6,19,.,COc1ccc2c(c1OC)C(=O)N1c3ccccc3N=C(c3ccc([N+](=O)[O-])cc3)CC21 (stereo not given)
0.3,8,i,COc1cc(C2NC(=O)NC(C)=C2C(=O)OCC2CCCO2)cc(OC)c1OC (stereo not given)
.,12,i,O=C(Nc1cccc(O)c1)C1CCCN1C(=O)OCc1ccccc1 (stereo not given)
1.9,21,i,CN1c2ccsc2C(O)=C(C(=S)Nc2ccccc2)S1(=O)=O
-1.2,7,i,CCOc1nc(OCC)c2cnn(C)c2n1
-1.1,37,i,COCCNC(C(=O)Nc1ccc([N+](=O)[O-])cc1Br)c1ccccc1 (stereo not given)

# Profiles from above.
# O=C(Nc1cccc(S(=O)(=O)N2CCOCC2)c1)c1cc2ccccc2o1 as listed: STK33 inh: 1.0; OX1R FRET antag: 33; KCNQ2 inh: i
# CCCN(CCC)S(=O)(=O)c1ccc(C(=O)Nc2nnc(CSC)o2)cc1 as listed: STK33 inh: -1.2; OX1R FRET antag: 16; KCNQ2 inh: i
# CC(=O)N1CCOc2ccc(S(=O)(=O)NCc3ccccc3Cl)cc21 as listed: STK33 inh: 1.0; OX1R FRET antag: 1; KCNQ2 inh: i

# (next part)
STK33 inh,OX1R FRET antag,KCNQ2 inh,Structure
2.1,37,i,Cc1c(C(=O)CN2CCN(c3ccccc3)CC2)c2ccccc2n1C
0.4,4,i,CC1(C)CC(=O)c2cc(C(=O)N3CCN(CCO)CC3)c(=O)n(-c3ccc(Cl)cc3)c2C1
0.4,21,i,O=C(NCCc1ccccc1F)[C@@H]1CSC2c3ccccc3C(=O)N21 (stereo not given in full)
2.5,6,i,CCOc1ccc(-n2c(=O)c3sccc3n(Cc3ccc(C)cc3)c2=O)cc1
2.7,-3,i,Fc1ccc(NC(=S)NCCc2ccc(Cl)cc2)cc1
1.2,7,i,Cc1nn(C)cc1C(C(=O)NC1CCCCC1)N(C(=O)Cn1nnc2ccccc21)c1ccc(F)cc1 (stereo not given)
0.7,10,i,COc1ccc(CCN2CC(C#N)=C3c4cc(OC)c(OC)cc4CCN3C2)cc1OC
0.6,23,i,CCn1nc(C)c(NC(=O)/C=C/c2cnn(C)c2)c1C
-0.5,27,-9.1*,Cc1nc2ccccc2c(=O)n1/N=C/c1cn(-c2ccccc2)nc1-c1cccs1
1.4,7,i,O=C(NCc1ccco1)C1CN(S(=O)(=O)c2ccccc2)CCN1S(=O)(=O)c1ccccc1 (stereo not given)
3.6,8,i,Cc1nc(N2CCOCC2)c2c(C)c(C(=O)Nc3ccccc3Cl)sc2n1
-3.1,9,i,CCCOC(=O)C1[C@H]2C(=O)N(CCCOC)C[C@]23C=C[C@H]1O3 (stereo not given in full)
-1.5,6,i,COc1ccc(NC(=S)NNC(=O)c2ccc(S(=O)(=O)N3CCOCC3)cc2)cc1
-2.3,16,i,O=C1/C(=C/c2ccccn2)SC(=S)N1c1cccc(O)c1
-1.2,14,i,Cc1ccc(C(=O)N2CC(=O)Nc3ccc(F)cc3C2c2ccccc2)cc1[N+](=O)[O-] (stereo not given)
4.4,14,i,O=C(CSc1nnc(Cc2cc(=O)[nH]c(=O)[nH]2)n1-c1ccc(F)cc1)N1CCCCC1
-0.3,22,i,COc1ccc(CC(=O)Nc2cc3oc4ccccc4c3cc2OC)cc1
0.8,2,i,COC(=O)CN1C(=O)COc2ccc(S(=O)(=O)N3CCCC3)cc21
-1.3,9,.,O=C(C1COc2ccccc2O1)N1CCN(c2ccccc2O)CC1 (stereo not given)
-1.7,15,-5.6*,CC(C)C[C@H]1CN=C(Nc2ccccc2)N1CCCC1CCCCC1
-0.4,7,i,CCCCCCNC(=O)c1c(O)c2cccc3c2n(c1=O)CCC3
-1.0,15,i,COc1cccc(OCc2cc(C(=O)N(C)C3CCOCC3)no2)c1
-0.4,27,i,COc1cccc(-c2csc(NNC(=O)c3cccs3)n2)c1
-0.4,6,.,c1ccc2cc(CCCc3cc4ccccc4cn3)ncc2c1
-0.8,15,i,COc1cc(C(F)(F)F)c(C(=O)N(C)Cc2cc(Cl)cc(Cl)c2)cn1
-0.7,14,i,O=C(NCCN1CCCC1=O)C1CCC(=O)N(CCc2ccc(Cl)cc2)C1 (stereo not given)
.,24,i,CCOc1ccc(-c2nnc(-c3ccncc3)o2)cc1OCC
2.0,15,i,CCC(=O)Nc1ccc2c(c1)ncn2-c1ccccc1
.,24,i,CCN(CC)c1ccc(NC(=O)CSc2nc3nc(C)cc(C)c3c(=O)[nH]2)cc1
7.3,40,i,NC(=O)CSc1nc2sc(-c3ccccc3)cc2c(=O)n1N

# Retrieved one by one from the list above (7):
STK33 inh,OX1R FRET antag,KCNQ2 inh,Structure
-1.3,9,.,O=C(C1COc2ccccc2O1)N1CCN(c2ccccc2O)CC1 (stereo not given)
3.6,8,i,Cc1nc(N2CCOCC2)c2c(C)c(C(=O)Nc3ccccc3Cl)sc2n1
.,24,i,CCN(CC)c1ccc(NC(=O)CSc2nc3nc(C)cc(C)c3c(=O)[nH]2)cc1
-3.1,9,i,CCCOC(=O)C1[C@H]2C(=O)N(CCCOC)C[C@]23C=C[C@H]1O3 (stereo not given in full)
0.8,2,i,COC(=O)CN1C(=O)COc2ccc(S(=O)(=O)N3CCCC3)cc21
-1.0,15,i,COc1cccc(OCc2cc(C(=O)N(C)C3CCOCC3)no2)c1
-1.2,14,i,Cc1ccc(C(=O)N2CC(=O)Nc3ccc(F)cc3C2c2ccccc2)cc1[N+](=O)[O-] (stereo not given)

# Further structures follow.
STK33 inh,OX1R FRET antag,KCNQ2 inh,Structure
.,20,i,COC(=O)c1nc(-n2nc(C)cc2C)ccc1Cl
-0.8,0,i,CCOC(=O)c1ccc(Nc2c(CC)c(C)nc3ncnn23)cc1
-0.4,23,i,O=C(NC(=S)Nc1cc(Cl)ccc1N1CCOCC1)c1ccc(-c2cccc(Cl)c2)o1
0.3,10,i,Cc1cc(NC(=O)CSCc2nc(-c3cccc(F)c3)oc2C)no1
-0.4,4,i,CCN(CC)C(=O)CCC(=O)Nc1ccc(C(=O)OC)cc1
-1.8,6,i,CCOc1ccccc1NC(=O)CN1C(=O)C(=O)N(Cc2ccco2)C1=O
-22,6,i,C1=CN2CCC1C(c1ccccc1)C2 (stereo not given)
-0.6,3,i,Nc1nonc1-n1nnc(C(=O)N/N=C/c2ccc(OCc3ccccc3)cc2)c1CN1CCCCC1
-1.4,3,i,CC(C)(C)OC(=O)N1CCC(CNC(=O)c2ccc(F)cc2)CC1
0.7,11,i,Cc1ccc(S(=O)(=O)CCC(=O)OCC(=O)NC(N)=O)cc1
2.0,14,i,Cc1cccc2cc(C#N)c(SCC(=O)N3CCC(C)CC3)nc12
-1.5,61,i,CN1CCN(CCC2Oc3cc([N+](=O)[O-])ccc3NC2=O)CC1 (stereo not given)
-1.1,4,.,Cc1cc(C)n2nc(SCC(=O)NC(=O)c3ccccc3Cl)nc2n1
0.0,21,i,Cn1ncc(Cl)c1C(=O)Nc1ccc2c(c1)CCC2
-1.6,6,i,C/C(=N\NC(=O)C(=O)Nc1c(C)n(C)n(-c2ccccc2)c1=O)c1ccc(Cl)s1
-1.7,23,i,CCOc1ccccc1N(CC(=O)N1CCCC1)S(C)(=O)=O
-0.8,16,i,CN1CCN(c2nc(-c3ccccc3)ncc2S(C)(=O)=O)CC1
-0.9,6,i,COc1ccc(CN(CCC#N)CCC2(c3ccccc3)CC(C)N(C)CC2C)cc1OC (stereo not given)
-1.2,24,i,O=C1c2cccc3cccc(c23)C(=O)N1OS(=O)(=O)c1ccccc1
-0.6,22,i,COC(=O)c1cc(NC(=O)/C=C/c2ccc3c(c2)OCO3)cc(C(=O)OC)c1
